procasp3 activ = procaspase-3 (human) activation. P42574. recombinant procaspase-3 D3A, Ac-DEVD-pNA absorbance 405 nm. activation, % at 8.5 µM. 330,000 compounds, 0.11% hits. AID 463141;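 active means activation above the mean of all tested compounds plus 3 SD, cut at about 21% in these data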;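 further: 0% = DMSO alone and 100% = DMSO wells spiked with extra 5 µM PC-3 D3A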
Target sequence (P42574 whole entry D9A/D28A/D175A): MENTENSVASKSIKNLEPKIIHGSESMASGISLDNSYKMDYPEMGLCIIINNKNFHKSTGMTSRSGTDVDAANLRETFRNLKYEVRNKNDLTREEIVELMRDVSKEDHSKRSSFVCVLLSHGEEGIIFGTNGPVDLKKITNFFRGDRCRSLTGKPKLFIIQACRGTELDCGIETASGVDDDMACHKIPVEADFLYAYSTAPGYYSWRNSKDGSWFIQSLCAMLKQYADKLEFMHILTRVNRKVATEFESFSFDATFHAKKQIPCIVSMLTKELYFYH
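Assay system – Procaspase-3 D3A mutant, all three cleavage aspartates alanine · Controls – DMSO-only low control, 5 µM PC-3 D3A high control · Schedule – 1 h compound preincubation, 2 h substrate hydrolysis at 25 °C · Signal – 405 nm absorbance of p-nitroaniline, reads at 0 and 120 min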
RPL19A TOR yeast = modulators of TOR pathway RPL19A-GFP in S. cerevisiae; percent response vs DMSO, % at 10 µM; 330,000 compounds, 0.3% hits; S. cerevisiae RPL19A-GFP strain, flow cytometry, 3 h; hits give low values; AID 2025;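 active means percent response vs DMSO below 50%; inconclusive means fewer than 70 events counted for the yeast strain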;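 further: median channel GFP fluorescence of the barcoded RPL19A-GFP strain; ratio of sample median GFP to plate DMSO average so 100% = DMSO; lower means less RPL19A-GFP as with rapamycin TOR inhibition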
LAP4-GFP MLPCN = alters LAP4-GFP fluorescence in TOR pathway yeast screen. S. cerevisiae LAP4-GFP multiplex, flow cytometry GFP, 3 h; median GFP as percent of DMSO wells. GFP response vs DMSO, % at 10 µM. 320,000 compounds, 0.34% hits. AID 2023;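 active means GFP response vs DMSO above a set limit, about the screen mean plus 3 SD, cut at about 150% in these data; inconclusive means under 70 cell events counted for the yeast strain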
AHR activator = human AHR activation. P35869. AHR-responsive luciferase reporter cells, luminescence. activation, % at 5 µM. 320,000 compounds, 2.5% hits; in the data active means activation above about 47%;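 further: 0% = vehicle wells and 100% = reference agonist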
AGP1-GFP MLPCN = yeast TOR pathway AGP1-GFP modulation; S. cerevisiae AGP1-GFP multiplex flow cytometry, 3 h; GFP as percent of DMSO wells; 320,000 compounds, 0.02% hits; GFP response vs DMSO, % at 10 µM;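 active means GFP response relative to DMSO above a set limit, near screen average plus 3 SD, cut at about 150% in these data; inconclusive means fewer than 70 cells counted for the yeast strain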;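 further: median GFP channel fluorescence of the gated AGP1 strain per well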
MEP2 TOR yeast = yeast TOR pathway MEP2-GFP modulation; GFP response vs DMSO, % at 10 µM; 330,000 compounds, 0.51% hits; S. cerevisiae MEP2-GFP strain, flow cytometry GFP, 3 h; 100% = DMSO control level;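 active means GFP response versus DMSO above a set limit, roughly screen mean plus 3 SD, cut at about 180% in these data; inconclusive means fewer than 70 cells counted for a yeast strain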;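 further: median GFP fluorescence of the barcode-gated MEP2-GFP cells per well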
CIT2-GFP yeast = modulators of TOR pathway CIT2-GFP in S. cerevisiae; 320,000 compounds, 0.065% hits; GFP response vs DMSO, % at 10 µM; S. cerevisiae CIT2-GFP strain, flow cytometry, 3 h; 100 means same as DMSO wells;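 active means GFP response relative to DMSO above a set limit, near the screen mean plus 3 SD, cut at about 150% in these data; inconclusive means Fewer than 70 cells measured for a yeast strain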;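 further: ratio of well median GFP fluorescence to mean of DMSO wells on the plate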
proCasp7 act = counter-screen for procaspase-3 activators: activators of human procaspase-7 | P55210 | activation, % at 8.5 µM | AID 463210 | 330,000 compounds, 0.093% hits | recombinant procaspase-7, Ac-DEVD-pNA absorbance 405 nm; D23A/D198A/D206A triple mutant, cannot self-cleave; scale: DMSO 0, 5 µM enzyme 100;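 active means percent activation above the screen-wide mean plus 3 SD, cut at about 25% in these data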
Target sequence (P55210 whole entry D23A/D198A/D206A): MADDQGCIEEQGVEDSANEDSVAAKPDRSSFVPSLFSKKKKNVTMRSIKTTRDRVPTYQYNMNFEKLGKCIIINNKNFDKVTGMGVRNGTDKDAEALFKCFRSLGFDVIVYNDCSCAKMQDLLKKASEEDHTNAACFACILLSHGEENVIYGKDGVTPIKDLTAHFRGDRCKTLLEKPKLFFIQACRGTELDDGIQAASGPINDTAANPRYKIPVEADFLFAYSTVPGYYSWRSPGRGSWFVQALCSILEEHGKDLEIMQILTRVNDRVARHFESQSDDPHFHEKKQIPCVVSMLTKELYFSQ
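Test system: Procaspase-7 triple mutant (PC-7 D3A). Also added: Ac-DEVD-pNA substrate, 400 µM as added. Schedule: 1 h enzyme–compound preincubation and 2 h substrate reaction, both 25 °C. Signal: p-Nitroaniline absorbance at 405 nm, read at 0 and 120 min. Control set: low DMSO alone, high DMSO plus 5 µM PC-7.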
* = called active by the depositor; ? = inconclusive; . = no result given; [ ] = dose if it differs, or a comment.

SMILES | procasp3 activ | RPL19A TOR yeast | LAP4-GFP MLPCN | AHR activator | AGP1-GFP MLPCN | MEP2 TOR yeast | CIT2-GFP yeast | proCasp7 act
O=C(Nc1ccc(S(=O)(=O)N2CCCC2)cc1)c1cccnc1Cl | -4 | 94 | 109 | 0 | 111 | 96 | 80 | 8
C/C(=N\NC(=S)Nc1cccc(C)c1)c1ccco1 | -17 | 101 | 118 | 21 | 97 | 100 | 106 | -10
Cc1ccc(-c2ccc(C)c(N)c2C)c(C)c1N | -4 | 100 | 108 | 16 | 99 | 95 | 93 | 4
CCc1ccc(NC(=O)c2ccc(F)c(S(=O)(=O)N(CC)c3ccccc3)c2)cc1 | 3 | 102 | 98 | 1 | 103 | 97 | 111 | 6
CCOC(=O)[C@H]1NN=C(C(=O)OC)[C@@H]1c1ccccc1 | 14 | 100 | 93 | -1 | 104 | 100 | 99 | 4
CC1CCN(S(=O)(=O)c2ccc3nc(N4CCN(c5ccccc5)CC4)ccc3c2)CC1 | 6 | 105 | 105 | 0 | 105 | 107 | 107 | 11
COCCNC(=O)c1ccccc1-c1nc(-c2ccccc2OC)no1 | -12 | 96 | 104 | 37 | 97 | 108 | 92 | -8
COc1ccccc1/C=N/Nc1cc(C)nc2ccc(C)cc12 | -5 | 102 | 95 | 29 | 99 | 103 | 99 | 6
O=C(Nc1ccc(F)cc1)C1C2CCC3C(CCC21)C3(Cl)Cl (stereo unspecified) | -7 | 102 | 105 | 20 | 102 | 103 | 96 | -4
Cc1ccc(OCC(=O)Nc2cc(C(=O)O)cc(C(=O)O)c2)cc1C | 6 | 101 | 94 | 0 | 99 | 100 | 104 | 3
C=CCn1c(Cc2ccccc2)nnc1SCc1nc2ccccc2c(=O)[nH]1 | -5 | 93 | 100 | 2 | 99 | 99 | 86 | -6
O=C(COc1ccccc1)Nc1ccc(N2CCN(C(=O)c3ccco3)CC2)cc1 | 1 | 94 | 102 | -1 | 99 | 96 | 95 | -2
Cc1noc(/C=C/Nc2ccc(F)cc2F)c1[N+](=O)[O-] | -11 | 110 | 104 | 64* | 102 | 106 | 106 | -25
COc1cc(/C=N/NC(=O)c2cc(-c3ccccc3Cl)nc3ccccc23)cc(OC)c1O | 0 | 102 | 101 | 5 | 104 | 101 | 105 | -1
CC(OC(=O)c1cc(S(=O)(=O)N2CCOCC2)ccc1F)C(=O)NC1CCCC1 (stereo unspecified) | 7 | 99 | 92 | 0 | 99 | 97 | 100 | -8
CCCCc1c(O)nc(SCC(=O)c2ccccc2)[nH]c1=O | 0 | 105 | 99 | 0 | 110 | 107 | 109 | 15
CCOc1ccc(-n2c(=O)c3c(C)c(C(=O)N(C)C)sc3n(CC(=O)Nc3ccccc3F)c2=O)cc1 | 8 | 105 | 98 | -1 | 92 | 98 | 103 | -4
CN1CCN(c2ccc([N+](=O)[O-])cc2C(=O)c2ccc(Br)cc2)CC1 | -2 | 92 | 94 | -3 | 97 | 99 | 93 | 4
Cc1cccc(CC2CC(=O)N(c3ccc([N+](=O)[O-])cc3)C2=O)c1 (stereo unspecified) | 0 | 108 | 86 | -1 | 102 | 108 | 103 | -5
Fc1ccc(CN2CCN(c3ncnc4scc(-c5ccc(F)cc5)c34)CC2)cc1 | -3 | 102 | 85 | 2 | 89 | 104 | 105 | -5
CC1CC(C)CN(C(=O)COC(=O)CN2C(=O)c3ccccc3C2=O)C1 (stereo unspecified) | -3 | 94 | 92 | -2 | 97 | 98 | 96 | -12
COc1ccc(-c2nnc(OCc3ccccc3)c3ccccc23)cc1 | 9 | 99 | 108 | 56* | 86 | 87 | 75 | 3
Cc1nc(C(=O)N/N=C/c2[nH]ncc2Br)cs1 | -1 | 91 | 105 | 28 | 104 | 122 | 114 | -2
COc1ccc(C(=O)NC(C(=O)NCC2(N3CCCCC3)CCCCC2)C(C)C)cc1 (stereo unspecified) | -6 | 103 | 98 | 1 | 103 | 101 | 99 | 1
COc1ccc(C2CC(c3c(-c4ccccc4)c4cc(Cl)ccc4[nH]c3=O)=NN2C(=O)CCC(=O)O)cc1 (stereo unspecified) | 1 | 92 | 96 | 3 | 101 | 94 | 95 | 0
Cc1n[nH]c(=O)nc1Nc1ccc(O)cc1 | -2 | 102 | 104 | 7 | 112 | 109 | 114 | 9
CC(OC(=O)c1nc(Cl)ccc1Cl)C(=O)Nc1ccc2c(c1)OCCO2 (stereo unspecified) | 15 | 104 | 109 | 0 | 115 | 102 | 97 | 3
O=C(Nc1nccs1)c1cccc(NC(=O)C2CC2)c1 | -3 | 100 | 96 | -1 | 99 | 98 | 100 | 11
Cc1ccc(C(c2nnnn2C2CCCC2)N2c3ccccc3CC2C)cc1 (stereo unspecified) | 6 | 101 | 98 | 7 | 100 | 103 | 93 | 2
Cc1ccc(NC(=O)Cc2nc(CN(C)CC(=O)Nc3ccc(C)cc3)cs2)cc1 | 3 | 98 | 97 | 4 | 100 | 100 | 96 | 0
Cc1ccc(S(=O)(=O)CCC(=O)c2cccc([N+](=O)[O-])c2)cc1 | -24 | 95[may fluoresce green] | 108[may fluoresce green] | 0 | 122[may fluoresce green] | 107[may fluoresce green] | 161*[may fluoresce green] | -27
CCN(CC)S(=O)(=O)c1cccc(NC(=O)COC(=O)CCc2nc3ccccc3s2)c1 | 0 | 99 | 107 | 3 | 103 | 100 | 97 | 10
Cc1ccc(C(=O)N2NC(c3ccc(F)cc3)C3C(=O)N(c4ccc(C)c(C)c4)C(=O)C32)cc1 (stereo unspecified) | -1 | 98 | 103 | 1 | 105 | 103 | 102 | -2
Nc1nc(SCC(=O)N2CCOCC2)[nH]c(=O)c1-c1ccccc1 | -8 | 100 | 96 | 1 | 101 | 101 | 89 | 0
CCOC(=O)N1CCN(C(=O)CN2C(=O)COc3ccc(S(=O)(=O)N4CCOCC4)cc32)CC1 | 7 | 101 | 93 | -3 | 101 | 102 | 107 | -1
COc1ccc(-n2c(O)c(/C=N/NS(=O)(=O)c3ccc(C)c([N+](=O)[O-])c3)c3ccccc3c2=O)cc1OC | 2 | 101 | 90 | -4 | 102 | 104 | 104 | -1
COCCCN(C(=O)CCSc1ccc(F)cc1)c1c(N)n(Cc2ccccc2)c(=O)[nH]c1=O | 4 | 97 | 105 | 4 | 103 | 97 | 96 | 0
O=C(COC(=O)C12CC3CC(CC(C3)C1)C2)Nc1ncc(Cl)cc1Cl | -5 | 96 | 99 | 6 | 96 | 104 | 93 | 2
O=C(NC1CCCCC1)C(c1ccc2ncccc2c1)N(Cc1ccc2c(c1)OCO2)C(=O)c1cccs1 (stereo unspecified) | -6 | 96 | 96 | 0 | 102 | 103 | 101 | 5
CCOC(=O)c1ccc(NC(=S)N2CCSC2c2ccc(Cl)cc2)cc1 (stereo unspecified) | -20 | 92 | 102 | 1 | 95 | 94 | 88 | -13
Cc1ccc(CNC(=O)CCNS(=O)(=O)c2cccc3nonc23)cc1 | 3 | 102 | 104 | 1 | 106 | 106 | 96 | 17
Cc1cc(C)c(S(C)(=O)=O)c(Oc2cccc(Cl)c2)n1 | 4 | 99 | 98 | 6 | 104 | 102 | 100 | 4
COc1ccc(S(=O)(=O)N2CCC3(CC2)OCCN3S(=O)(=O)c2ccc(C)cc2)cc1OC | -10 | 97 | 95 | 0 | 111 | 101 | 105 | 7
NC(=S)Cc1ccc(Cl)cc1Cl | 6 | 95 | 106 | -1 | 98 | 94 | 94 | 0
O=C(Nc1c(Cl)cc(Cl)cc1-c1nc2ccccc2s1)c1ccc(Br)o1 | 9 | 96 | 103 | 61* | 101 | 97 | 90 | 4
Cc1cc(=O)oc2c3c(cc(OCC(=O)N4CCC[C@H]4C(=O)O)c12)OC(C)(C)CC3 | 0 | 101 | 100 | 0 | 98 | 105 | 96 | -7
CN(C)CCn1c2c(c(SCC(=O)Nc3ccccc3)nc1=O)CCCC2 | 4 | 97 | 118 | 2 | 107 | 91 | 96 | 4
O=S(=O)(c1cnc[nH]1)N1CCN(c2ccc(F)cc2)CC1 | -3 | 96 | 108 | 1 | 99 | 97 | 99 | -8
O=C(NCCC1CCCCN1S(=O)(=O)c1ccccc1)C(=O)Nc1ccc(F)cc1F (stereo unspecified) | 6 | 96 | 106 | 6 | 105 | 100 | 98 | 4
O=C(O)c1cccc(NS(=O)(=O)c2ccc(C3CCCCC3)cc2)c1 | 9 | 96 | 106 | -2 | 101 | 102 | 96 | 5

Full records as entered above. Screens in order: procasp3 activ, RPL19A TOR yeast, LAP4-GFP MLPCN, AHR activator, AGP1-GFP MLPCN, MEP2 TOR yeast, CIT2-GFP yeast, proCasp7 act
COc1ccc(-n2c(O)c(/C=N/NS(=O)(=O)c3ccc(C)c([N+](=O)[O-])c3)c3ccccc3c2=O)cc1OC in the list: 2, 101, 90, -4, 102, 104, 104, -1
O=C(NC1CCCCC1)C(c1ccc2ncccc2c1)N(Cc1ccc2c(c1)OCO2)C(=O)c1cccs1 (stereo unspecified) in the list: -6, 96, 96, 0, 102, 103, 101, 5
C=CCn1c(Cc2ccccc2)nnc1SCc1nc2ccccc2c(=O)[nH]1 in the list: -5, 93, 100, 2, 99, 99, 86, -6

(cont.)
SMILES | procasp3 activ | RPL19A TOR yeast | LAP4-GFP MLPCN | AHR activator | AGP1-GFP MLPCN | MEP2 TOR yeast | CIT2-GFP yeast | proCasp7 act
C/C(Cl)=C/CN1C(=O)C2C3C=CC(C3)C2C1=O (stereo unspecified) | -8 | 25*[may fluoresce violet] | 110[may fluoresce violet] | 1 | ? | 247*[may fluoresce violet] | ? | 1
COc1ccc(N=C(C)c2sc3ccccc3c2O)cc1 | -7 | 103 | 107 | 4 | 105 | 103 | 106 | -20
Cc1cc(Nc2ccccc2)n(-c2ccccc2)n1 | 3 | 108 | 106 | 3 | 102 | 101 | 100 | 16
CCOC(=O)c1cnn(-c2ccccn2)c1N | -7 | 101 | 105 | -5 | 97 | 105 | 93 | 4
O=C(O)C1C2C=CC(C2)C1C(=O)Nc1cccc(Cl)c1 (stereo unspecified) | 9 | 101 | 97 | -1 | 96 | 112 | 100 | 3
NC(=O)CCC(NS(=O)(=O)c1ccc(Cl)cc1)C(=O)NCc1ccccc1Cl (stereo unspecified) | 8 | 101 | 95 | 2 | 106 | 102 | 106 | -12
O=C(Nc1ccc2c(c1)OCO2)O[C@@H]1C[C@H]2CCCC(=O)N3CC[C@@H](C1)[C@@H]23 | 1 | 94 | 128 | 9 | 76 | 94 | 67 | 8
Cc1c(C#N)c2ccccc2n1CC(=O)NCc1ccccc1 | -5 | 104 | 111 | 2 | . | 110 | 113 | 8
O=C(NCCN1CCOCC1)c1cc(S(=O)(=O)Nc2ccccc2F)c(Cl)cc1Cl | 0 | 100 | 102 | 2 | 89 | 100 | 103 | -3
CCOc1ccc(S(=O)(=O)NCCN2CCOCC2)c2ccccc12 | -7 | 93 | 98 | 1 | 95 | 97 | 99 | -6
Cc1cc(C)cc(NC(=O)CCNS(=O)(=O)c2ccc3c(c2)oc(=O)n3C)c1 | 1 | 103 | 105 | 1 | 111 | 104 | 105 | 8
CCOC(=O)CSc1nnc(CNc2ccc(F)cc2)o1 | -1 | 101 | 105 | 3 | 107 | 103 | 103 | 7
COc1ccc(S(=O)(=O)N2CCC(C(=O)N3CCCC3)CC2)cc1 | -3 | 103 | 102 | 1 | 107 | 100 | 102 | -7
